Tau FP inhib: qHTS for Inhibitors of Tau Fibril Formation, Fluorescence Polarization | K18 P301L tau heparin fibrillization, Alexa594 FP, 6 h | actives 0.39% (n = 280,000) | Potency, µM (highest dose often 57.7 µM), without a hit: top-dose activity, negative = inhibition, hits mostly inhibitors | Microtubule-associated protein tau (Homo sapiens), P10636 | AID 1468, 2008; further: nearly all actives have a fitted effect of over 55% in size
Target sequence (P10636 561-689 P618L limits assumed): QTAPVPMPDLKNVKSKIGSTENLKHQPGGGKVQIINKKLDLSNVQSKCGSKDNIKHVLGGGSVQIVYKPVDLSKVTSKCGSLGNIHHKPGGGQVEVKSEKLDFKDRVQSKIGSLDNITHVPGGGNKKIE
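K18 P301L tau (15 uM unlabeled/0.24 uM Alexa 594-labeled, final) + compound + heparin 20 uM final; 100 mM NaOAc pH 7; 6 hr 37 C; ThT 30 uM final added, 1 hr RT; FP ex 555/em 632 nm.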
ALDH1A1 inh: qHTS Assay for Inhibitors of Aldehyde Dehydrogenase 1 (ALDH1A1) | actives 7.3% (n = 220,000) | Potency, µM (top dose mostly 75.3 µM), for inactives: top-dose activity, negative = inhibition, actives largely listed as inhibitors | Aldehyde dehydrogenase 1A1 (Homo sapiens), P00352 | Purified ALDH1A1, NADH fluorescence, propionaldehyde substrate; active means well fitted inhibition curve with a large enough effect, not every such curve was filed as active; inconclusive means small, poorly fitted or top-dose-only effect, or another doubt; inactive means no such curve, though single readings can be large or run the other way;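 further: plate controls were no enzyme wells and a reference inhibitor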
TRb SRC2 PPI: qHTS for Inhibitors of the Interaction of Thyroid Hormone Receptor and Steroid Receptor Coregulator 2; Thyroid hormone receptor beta (Homo sapiens), P10828; Potency, µM (titrated, usually from 106 µM), without a hit: top-dose activity change, negative = inhibition, usual class: inhibitors; TRbeta-SRC2 peptide binding, fluorescence polarization; receptor liganded with 1 µM T3; actives 0.065% (n = 280,000);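 further: plate controls were bound peptide for no effect and peptide without receptor for full effect; nearly all actives have a fitted effect of over 50% in size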
Target sequence (P10828 whole entry, looked up): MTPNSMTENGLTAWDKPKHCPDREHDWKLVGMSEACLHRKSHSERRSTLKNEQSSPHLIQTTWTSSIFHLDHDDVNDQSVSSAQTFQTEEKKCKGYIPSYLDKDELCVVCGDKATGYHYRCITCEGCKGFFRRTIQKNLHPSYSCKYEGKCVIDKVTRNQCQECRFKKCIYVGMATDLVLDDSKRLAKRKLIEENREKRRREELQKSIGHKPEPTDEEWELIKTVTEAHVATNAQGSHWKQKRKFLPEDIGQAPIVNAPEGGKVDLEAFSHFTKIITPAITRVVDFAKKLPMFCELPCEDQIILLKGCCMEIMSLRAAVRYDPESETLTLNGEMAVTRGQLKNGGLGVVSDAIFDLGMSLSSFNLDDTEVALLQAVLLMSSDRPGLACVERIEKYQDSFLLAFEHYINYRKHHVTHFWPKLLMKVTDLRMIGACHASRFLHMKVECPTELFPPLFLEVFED
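Fluorescence polarization of 20 nM Texas Red SRC2 peptide (20-aa NR interaction domain) bound to 0.6 uM human TRb ligand-binding domain, with 1 uM T3, after 5 hr at ambient temperature; inhibition seen as decreased polarization.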
L3MBTL1 inh: qHTS Assay for the Inhibitors of L3MBTL1. Lethal(3)malignant brain tumor-like protein 1 (Homo sapiens), Q9Y468. AlphaScreen L3MBTL1–H3K9me1 peptide binding. Potency, µM (highest dose often 57.1 µM), without a hit: at the highest dose activity, negative = inhibition, hits mostly inhibitors. actives 0.66% (n = 230,000); further: nearly all actives have a fitted effect of over 60% in size
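L3MBTL1 50 nM + b-AHA-H3(1-15)K9me1 75 nM, 30 min RT; compound added, 30 min RT; streptavidin donor/Ni-chelate acceptor beads 10 ug/mL each final, 30 min RT dark; AlphaScreen read.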
Tau fluor counter: Counterscreen qHTS for Inhibitors of Tau Fibril Formation, Fluorescence Polarization; tau K18 P301L Alexa594 fluorescence, heparin fibrillization; Potency, µM (top dose mostly 57.7 µM), inactives show at the highest dose activity change, negative = decrease; actives 0.93% (n = 280,000); further: nearly all actives have a fitted effect of over 55% in size
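Human K18 P301L tau (15 uM unlabeled plus 0.24 uM Alexa 594-labeled, final) in 100 mM sodium acetate pH 7 was mixed with compound and 20 uM heparin and incubated 6 hr at 37 C.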
TexasRed fluor: Total Fluorescence Counterscreen for Inhibitors of the Interaction of Thyroid Hormone Receptor and Steroid Receptor Coregulator 2; TRb/SRC2 Texas Red total fluorescence interference; Potency, µM (titrated, usually from 106 µM), inactives show top-dose fluorescence change, negative = quenching; actives 0.29% (n = 280,000); AID 1479, 2009; active means well fitted curve in either direction with a large enough effect; inconclusive means small, poorly fitted or top-dose-only effect
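Human TRb ligand-binding domain at 0.6 uM with 20 nM Texas Red SRC2 peptide in Tris buffer containing 1 uM T3 and 5% DMSO, incubated with compound 5 h at ambient temperature. Total fluorescence (555/632 nm) calculated as parallel + 2 × perpendicular.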
GLA spleen mod: qHTS Assay for Inhibitors and Activators of Human alpha-Galactosidase From Spleen Homogenate. Alpha-galactosidase A (Homo sapiens), P06280. human spleen homogenate, 4MU-alpha-Gal fluorescence, 40 min. Potency, µM (top dose mostly 80 µM), for inactives: top-dose activity change, negative = inhibition, actives largely listed as inhibitors. actives 0.008% (n = 240,000). AID 2107, 2009;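 further: 0% = enzyme with vehicle and -100% = no enzyme basal signal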
Target sequence (P06280 32-429 limits assumed): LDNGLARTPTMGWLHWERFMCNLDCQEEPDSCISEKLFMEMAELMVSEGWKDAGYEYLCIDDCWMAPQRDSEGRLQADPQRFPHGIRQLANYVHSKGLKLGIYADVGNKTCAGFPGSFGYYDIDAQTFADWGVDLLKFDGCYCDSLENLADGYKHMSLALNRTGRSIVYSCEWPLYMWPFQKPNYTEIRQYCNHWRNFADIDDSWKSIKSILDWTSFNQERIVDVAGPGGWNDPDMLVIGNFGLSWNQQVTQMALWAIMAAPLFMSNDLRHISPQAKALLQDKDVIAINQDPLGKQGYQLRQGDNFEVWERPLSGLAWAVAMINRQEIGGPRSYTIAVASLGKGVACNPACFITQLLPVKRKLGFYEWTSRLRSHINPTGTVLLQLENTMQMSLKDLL
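Spleen homogenate 1 ug + cpd (titration) + 4-MU-alpha-D-galactopyranoside 1 mM; 37C 40 min; 50 mM citrate/phosphate pH 5.0, 0.01% Tween-20; stop pH 10; fluorescence 365/440; AC50 via Hill.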
Tau fibril ThT: qHTS for Inhibitors of Tau Fibril Formation, Thioflavin T Binding. Microtubule-associated protein tau (Homo sapiens), P10636. recombinant tau K18 P301L (four-repeat tau fragment), heparin-induced fibrillization, ThT fluorescence. Potency, µM (titrated, usually from 57.4 µM), without a hit: at the top dose activity, negative = inhibition, usual class: inhibitors. actives 2.1% (n = 270,000). AID 1460, 2008; further: nearly all actives have a fitted effect of over 55% in size
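Aggregation was driven by heparin (20 uM final) acting on recombinant tau […] bearing P301L in 100 mM sodium acetate pH 7; fibrils were detected with Thioflavin T.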
The depositor's hits bear a star; ? = inconclusive; . = not tested or not shown; & = joins results of further samples; [ ] = remark or other dose. Unless noted, the call rests on the fitted dose curve; in most records, active means well fitted curve in the direction sought with a large enough effect; inconclusive means small, poorly fitted or top-dose-only effect, or another doubt; inactive means no such curve, though single readings can be large; an effect the other way counts as inactive or inconclusive. Unless noted, on the % scale 0 is the no-effect control and ±100 the full control effect; potency means the concentration at half of the fitted maximal effect. Random draw from the library. Share with any hit: about 8.5%.

1. Cc1cc(C)c(S(=O)(=O)NCCc2ccccc2)c(C)c1
2. N#CCCN1CCN(S(=O)(=O)c2ccc(S(=O)(=O)N3CCCCCC3)cc2)CC1
3. COC(=O)NC(NC(=S)Nc1ccc([N+](=O)[O-])cc1)C(Cl)(Cl)Cl (stereo unspecified)
4. COc1ccc(S(=O)(=O)N2CCC(C(=O)Nc3cc(C(F)(F)F)ccc3Cl)CC2)cc1
5. CC(C)(C)OC(=O)NC(Cc1ccccc1)C(=O)NCCCC(=O)O (stereo unspecified)
6. CCOc1ccccc1NC(=S)NCC1CCCO1 (stereo unspecified)
Assay by compound	1	2	3	4	5	6
Tau fluor counter	-12%	2%	?	-28%	7%	12%
TRb SRC2 PPI	-3%	-6%	-27%	7%	-5%	0%[53 µM]
Tau fibril ThT	-10%	-5%	-13%	-5%	.	9%
TexasRed fluor	-2%	1%	-1%	-4%	0%	0%[53 µM]
ALDH1A1 inh	-10%	4%	20µM*	.	.	-11%
L3MBTL1 inh	34%[activator]	8%	?	.	.	-2%
Tau FP inhib	7%	?	-8%	-9%	-1%	7%
GLA spleen mod	1%	-6%	9%	.	-3%	-2%

7. COc1ccc(C(=O)CN(C(=O)c2ccc(Cl)cc2)N2C(=O)c3ccccc3C2=O)cc1
8. Cc1cc(NC(=O)COC(=O)CSc2nc3cc(Cl)ccc3n2Cc2ccccc2)no1
9. CC12CN3CC(C)(CN(C1)C3c1ccc([N+](=O)[O-])o1)C2 (stereo unspecified)
10. CCN1CCN(Cc2ccc(NC(=O)c3cc(NC(=O)c4cc(-c5ccc(OC)cc5)n[nH]4)cc(OC)c3)cc2C(F)(F)F)CC1
11. CCOc1ccc(N2C(=O)/C(=C/c3ccccc3OCC(=O)OC)N(CC(=O)OC)C2=S)cc1
12. COC(=O)Cc1ccc(NC(=S)N2CCN(c3cc(Cl)ccc3C)CC2)cc1
Assay by compound	7	8	9	10	11	12
Tau fluor counter	-17%	-14%	7%	?	8%	-16%
TRb SRC2 PPI	1%	2%	11%	4%	6%	8%[53 µM]
Tau fibril ThT	-2%	2%	-10%	?	6%	-11%
TexasRed fluor	-4%	1%	-1%	0%	-2%	-2%[53 µM]
ALDH1A1 inh	-6%	-11%	.	.	?	1%
L3MBTL1 inh	-8%	2%	.	.	-30%	-10%
Tau FP inhib	-8%	0%	-7%	28µM*	3%	-6%
GLA spleen mod	-9%	5%	10%	0%	1%	-2%

13. COc1cccc(-c2cc(C(F)(F)F)n3ncc(C(=O)O)c3n2)c1
14. Cc1ccc(NC(=O)Cc2nnc(SCC(=O)c3ccc(Br)cc3)n2C)cc1Cl
15. N#Cc1c(SCc2cccc(Cl)c2)sc(C(=O)c2ccccc2)c1N
16. CC(=O)c1ccc(S(=O)(=O)Nc2cccc(-c3cn4c(n3)SCC4)c2)cc1
17. Cc1oc2ccc(OCC(N)=O)cc2c1C(=O)OC(C)C
18. Cn1cc(C(=O)Nc2ccc(F)c(Cl)c2)cn1
Assay by compound	13	14	15	16	17	18
Tau fluor counter	9%	-10%	-27%	-20%	-2%	5%
TRb SRC2 PPI	6%	-1%	-4%	-1%	-9%	-2%
Tau fibril ThT	0%	-5%	-14%	-11%	-14%	-1%
TexasRed fluor	-1%	4%	-1%	0%	0%	0%
ALDH1A1 inh	0%	4%	?	3%	-9%	13%
L3MBTL1 inh	0%	.	.	.	-1%	9%
Tau FP inhib	9%	-14%	-12%	0%	2%	-3%
GLA spleen mod	3%	8%	0%	0%	2%	-6%

19. CCCOC(=O)NC(CC)COC(=O)Nc1cccc(C)c1C (stereo unspecified)
20. O=C(COc1ncnc2sccc12)N1CCN(C(=O)c2ccco2)CC1
21. C=CCOC(=O)C1=C(C)Nc2nc3ccccc3n2C1c1ccncc1 (stereo unspecified)
22. Cc1cc(Nc2cccc(C(F)(F)F)c2)n2nc(C)nc2n1
23. CCCCCn1c(=N)c(S(=O)(=O)c2ccccc2)cc2c(=O)n3ccccc3nc21
24. O=C(CN1CCCCC1)Nc1ccc(S(=O)(=O)N2CCCCCC2)cc1
Assay by compound	19	20	21	22	23	24
Tau fluor counter	-7%	2%	-8%	1%	-14%	1%
TRb SRC2 PPI	-3%	-2%	6%	-1%	-6%	8%
Tau fibril ThT	-5%	-1%	-13%	-3%	-3%	2%
TexasRed fluor	0%	1%	-1%	-1%	-2%	4%
ALDH1A1 inh	6%	-2%	?	3%	.	1%
L3MBTL1 inh	5%	?	5%	.	.	-2%
Tau FP inhib	4%	12%	9%	-1%	-14%	-5%
GLA spleen mod	-4%	12%	-4%	-1%	.	6%

25. NC(=O)COC(=O)c1ccccc1OCc1ccccc1
26. Nc1nc2n(n1)C(c1ccc(F)cc1)CC(c1ccc(F)cc1)N2 (stereo unspecified)
27. CCOC(=O)C1CCCN(c2cc(=O)n(Cc3ccc(F)cc3)c(=O)[nH]2)C1 (stereo unspecified)
28. CC1=C(C(=O)OCC2CCCO2)C(c2cccc(O)c2)NC(=O)N1 (stereo unspecified)
29. COC(=O)c1c(C)[nH]c(O)c1C=Nc1ccc(Oc2ccccc2)cc1
30. CCCCN(C)C(=O)c1cc2cc([N+](=O)[O-])cc(OC)c2oc1=O
Assay by compound	25	26	27	28	29	30
Tau fluor counter	-10%	-5%	4%	3%	-22%	-3%
TRb SRC2 PPI	-10%	-3%	-3%	-2%	1%	-1%
Tau fibril ThT	-8%	-9%	-10%	6%	?	-10%
TexasRed fluor	-1%	1%	-1%	-1%	4%	-6%
ALDH1A1 inh	5%	-1%	0%	-4%	-15%	-6%
L3MBTL1 inh	.	-2%	-9%	2%	8%	.
Tau FP inhib	-8%	7%	1%	1%	-1%	4%
GLA spleen mod	0%	7%	-6%	1%	-15%	3%

31. COc1cc2[nH]c(-c3ccc(C)cc3)cc(=O)c2cc1OC
32. CCC(=O)Nc1ccnc(-c2cccnc2)n1
33. CC(=O)OCC12COC3c4ccccc4OC(C)(CC1C)C3C2C (stereo unspecified)
34. c1csc(Cn2nnnc2CN2CCN(c3nc4ccccc4s3)CC2)c1
35. Cc1ccc(C(=O)NCC(=O)OCC(=O)/C=C2\N(C)c3ccccc3C2(C)C)cc1C
36. Cn1c(=O)oc2cc(S(=O)(=O)NCCN3CCN(c4ccccc4F)CC3)ccc21
Assay by compound	31	32	33	34	35	36
Tau fluor counter	-14%[81.3 µM]	0%	-6%	-18%	-3%	-7%
TRb SRC2 PPI	1%&-1%	1%	-3%	-15%	-4%	2%
Tau fibril ThT	?	-7%	-6%	-11%	?	-5%
TexasRed fluor	-1%&-2%	-2%	1%	-2%	2%	-1%
ALDH1A1 inh	?	-2%	7%	16µM*	?	-11%
L3MBTL1 inh	-4%	2%	14%	-7%	-2%	2%
Tau FP inhib	-5%[81.3 µM]	-1%	1%	-1%	12%	-9%
GLA spleen mod	12%[119 µM]	-4%	1%	16%	-7%	-8%

37. O=C(CNS(=O)(=O)c1ccc(F)cc1)N1CCCCCC1
38. COc1ccc(CNc2nc3nc(C)c(Cl)c(=O)n3[nH]2)cc1OC
39. CC(=O)c1cccc(NC(=O)c2ccc(-n3c(C)nnc3C)cc2)c1
40. COc1ccccc1C(=O)CSc1n[nH]c(N)n1
41. O=C(O)c1ccc(OC(F)(F)C(F)C(F)(F)F)cc1 (stereo unspecified)
42. Cc1nn(CCc2nn[nH]n2)c2nc(C(F)(F)F)cc(C(F)(F)F)c12
43. CCN(c1ccccc1)S(=O)(=O)c1cc(C(=O)Nc2ccc(Br)cc2)ccc1F
44. O=S(=O)(NCc1cccnc1)c1cc(Cl)ccc1Cl
Assay by compound	37	38	39	40	41	42	43	44
Tau fluor counter	-13%	0%	-1%	-5%	8%	-5%	?	3%
TRb SRC2 PPI	-4%	-11%	1%	-27%	-1%	0%	-8%&0%	9%
Tau fibril ThT	-14%	-8%	-1%	-2%	5%	-6%	?	3%
TexasRed fluor	-3%	0%	-13%	-2%	-2%	-5%	0%&-5%	2%
ALDH1A1 inh	-14%	2%	.	11µM*	18%	?	28µM*	8%
L3MBTL1 inh	6%	.	.	6%	10%	-1%	-13%	2%
Tau FP inhib	-8%	3%	-7%	-3%	5%	-7%	?	-8%
GLA spleen mod	-3%	-4%	.	-11%	3%	22%	-9%	-3%

Bioassay records from PubChem BioAssay.
